Assay outcomes deposited in PubChem BioAssay by several laboratories.
Wee1 degr inh = Wee1 degradation inhibitors, primary screen, cell-based, HeLa, Wee1K328M-luciferase, luminescence; 220,000 tested, 1.2% active; AID 1321, 2008; Wee1-like protein kinase (Homo sapiens), P30291; reporter increase, % at 5 µM; HeLa Luc-Wee1K328M stability; 100% = proteasome inhibitor MG132 effect;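 active = activation above the mean of all tested compounds plus 3 SD, set per screening run, cut at about 8.8% in these data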;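 also: cells exposed to compound for 20 h before luminescence read; 0% = DMSO alone and 100% = MG132 at 30 µM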
FXIIa inh 1536 = human FXIIa protease inhibitors, primary screen, biochemical, 1536-well; Coagulation factor XII (Homo sapiens), P00748; purified FXIIa, Boc-QGR-AMC fluorogenic substrate, 2 h; inhibition, % at 5 µM; 220,000 tested, 0.3% active; in the data active = inhibition above about 40%;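 also: 0% = enzyme with no compound and 100% = blank without enzyme; many of its hits are not listed in these tables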
thrombin 1536 = human alpha-thrombin inhibitors, primary screen, counter-screen for coagulation protease inhibitor project, biochemical, 1536-well, fluorogenic AMC substrate | Prothrombin (Homo sapiens), P00734 | Boc-VPR-AMC fluorogenic substrate cleavage | inhibition, % at 5 µM | 220,000 tested, 0.26% active | AID 1046, 2008;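 active = inhibition at or above 40%; inactive = inhibition below 40%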;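 also: 0% = enzyme with no compound and 100% = wells without enzyme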
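Material: human alpha-thrombin enzyme / Medium: pH 7.5 Tris (50 mM) with NaCl 150 mM, Tween 20 0.05% / Compound: single-point dosing at 5 µM, 0.2% DMSO / Incubation: enzyme reaction carried out at room temperature / Detection: AMC fluorescence, 355/460 nm / Read-out basis: percent inhibition scaled between no-compound controls and no-enzyme blanks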
FXIa inh 1536 = human FXIa protease inhibitors, primary screen, biochemical, 1536-well. Coagulation factor XI (Homo sapiens), P03951. purified FXIa, Boc-Glu-Ala-Arg-AMC fluorogenic substrate. inhibition, % at 5 µM. 220,000 tested, 0.14% active. AID 798, 2007;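 active = inhibition of at least 40%; inactive = inhibition below 40%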;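 also: fluorescence of freed AMC excited at 355 nm; 0% = enzyme without compound and 100% = no enzyme blank; many of its hits are not listed in these tables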
Target sequence (P03951 19-387 limits assumed): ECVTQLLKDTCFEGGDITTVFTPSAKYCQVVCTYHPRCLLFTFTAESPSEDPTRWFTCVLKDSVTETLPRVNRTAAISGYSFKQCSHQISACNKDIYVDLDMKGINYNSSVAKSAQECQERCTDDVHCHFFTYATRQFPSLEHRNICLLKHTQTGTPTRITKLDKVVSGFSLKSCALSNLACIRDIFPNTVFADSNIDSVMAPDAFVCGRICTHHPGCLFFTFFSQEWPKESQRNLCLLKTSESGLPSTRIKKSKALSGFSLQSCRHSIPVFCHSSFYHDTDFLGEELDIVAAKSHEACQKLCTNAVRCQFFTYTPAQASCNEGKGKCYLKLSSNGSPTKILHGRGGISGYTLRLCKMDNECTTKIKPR
Target sequence (P03951 388-625 limits assumed): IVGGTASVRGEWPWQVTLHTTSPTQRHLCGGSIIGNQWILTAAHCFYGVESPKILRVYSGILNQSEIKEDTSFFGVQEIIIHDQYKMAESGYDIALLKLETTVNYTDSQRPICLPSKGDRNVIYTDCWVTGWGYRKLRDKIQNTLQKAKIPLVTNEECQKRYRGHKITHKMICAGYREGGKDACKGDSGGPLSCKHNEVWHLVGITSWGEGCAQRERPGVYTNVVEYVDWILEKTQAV
Runt-CBFb FRET = inhibitors of RUNX1 Runt–CBFb binding, primary screen, biochemical, FRET, Cerulean-Runt, Venus-CBFb, uHTS; Cerulean-Runt/Venus-CBFb FRET ratio 530/480, 1 h; inhibition, % at 20 µM; 220,000 tested, 0.46% active;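 active = inhibition over about 50% at 20 µM in the single-dose screen, limit read from the data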;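 also: 0% = DMSO wells and 100% = excess unlabeled CBFb competitor control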
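test system = Cerulean-Runt domain fusion protein, energy donor | probe or stimulus = Venus-CBFb binding partner, 100 nM | incubation = two 1 h room-temperature incubations shielded from light | detection = fluorescence energy transfer, 422 nm excitation, 530/480 nm emission | measure = loss of energy transfer signal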
Hck-Nef inh = inhibitors of Nef-activated human Hck kinase, primary screen, biochemical, Z-Lyte FRET, 384-well, Hck-YEEI | AID 463187, 2010 | Recombinant Hck-YEEI plus Nef, Z-Lyte FRET kinase assay | 220,000 tested, 0.68% active | inhibition, % at 20 µM | Tyrosine-protein kinase HCK (Homo sapiens), P08631;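 active = Hck-Nef kinase inhibition above about 50%, limit read from the data; inactive = inhibition below that limit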;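 also: 0% = DMSO with Hck plus Nef and 100% = Hck alone without Nef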
hK5 inh = human KLK5 protease inhibitors, primary screen, biochemical, 1536-well. AID 873, 2007. 210,000 tested, 0.59% active. Kallikrein-5 (Homo sapiens), Q9Y337. recombinant hK5, fluorogenic AMC substrate cleavage. inhibition, % at 5 µM;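 active = inhibition of 40% or more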;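 also: 0% = enzyme controls without compound and 100% = no-enzyme blanks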
Target sequence (Q9Y337 67-293 limits assumed): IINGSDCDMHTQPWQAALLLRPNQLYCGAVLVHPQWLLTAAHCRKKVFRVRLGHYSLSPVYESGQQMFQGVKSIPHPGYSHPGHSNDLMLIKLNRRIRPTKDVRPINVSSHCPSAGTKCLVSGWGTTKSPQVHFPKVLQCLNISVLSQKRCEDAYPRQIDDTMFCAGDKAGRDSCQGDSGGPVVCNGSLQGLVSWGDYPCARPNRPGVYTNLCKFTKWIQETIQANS
14-3-3 Bad PPI = inhibitors of 14-3-3 zeta/Bad binding, primary screen, biochemical, TR-FRET, bovine 14-3-3 zeta; 14-3-3 protein zeta/delta (Bos taurus), P63103; TR-FRET 14-3-3zeta/Dy647-pBad peptide displacement, 1 h; inhibition, % at 21.7 µM; 220,000 tested, 0.71% active; AID 781, 2007;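 active = inhibition above about 70%, limit read from the data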;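 also: 0% = full 14-3-3 plus peptide FRET controls and 100% = background without 14-3-3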
Target sequence (P63103 whole entry, looked up): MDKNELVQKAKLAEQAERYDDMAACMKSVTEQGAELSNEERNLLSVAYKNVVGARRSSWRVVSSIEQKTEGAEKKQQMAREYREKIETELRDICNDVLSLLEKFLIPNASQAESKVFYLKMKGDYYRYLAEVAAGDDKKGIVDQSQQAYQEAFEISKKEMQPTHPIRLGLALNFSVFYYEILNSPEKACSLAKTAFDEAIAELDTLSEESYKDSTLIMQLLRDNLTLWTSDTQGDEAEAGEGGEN
Runt-SMMHC FRET = inhibitors of RUNX1 Runt–CBFb-SMMHC binding, primary screen, biochemical, FRET, Cerulean-Runt, Venus-CBFb-SMMHC, uHTS; Cerulean-Runt/Venus-CBFb-SMMHC FRET ratio 530/480, 1 h; 220,000 tested, 0.74% active; Runt-related transcription factor 1 (Homo sapiens) + Core-binding factor subunit beta …; inhibition, % at 20 µM;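 active = mean inhibition across duplicate retests at 20 µM reaching about 50%, limit read from the data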;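 also: 0% = DMSO wells and 100% = wells with excess untagged CBFb-SMMHC; inhibitors lower the FRET ratio by blocking Runt binding to CBFb-SMMHC; some results filed as inactive read as strong as hits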
The depositor's hits bear a star; nt = not tested or not shown; [ ] = dose if it differs, or a comment.

SMILES | Wee1 degr inh | FXIIa inh 1536 | thrombin 1536 | FXIa inh 1536 | Runt-CBFb FRET | Hck-Nef inh | hK5 inh | 14-3-3 Bad PPI | Runt-SMMHC FRET
O=C(C(Cl)Cl)N1CCN(Cc2ccccc2)CC1 | 1.3 | 7.0 | -4.0 | -4.2 | 2.4 | -0.5 | 1.5 | 1.1 | 0.4
CN1CCN(CCC(=O)Nc2cccc(F)c2)CC1 | -1.4 | -1.3 | -3.3 | -6.6 | -0.7 | -1.6 | -1.2 | -7.0 | 4.1
CCCC(C)C(=O)Nc1ccc(F)c(Cl)c1 (centres undefined) | 0.1 | 37.6 | 62.3* | 27.1 | 0.8 | -23.5 | 18.8 | 2.0 | 2.2
CCOC(=O)C1=C(C)NC(=O)NC1c1ccsc1 (centres undefined) | -0.2 | -20.0 | -9.9 | -11.3 | 2.3 | 1.4 | -31.1 | -2.8 | 0.8
CCCCCC(=O)NC(=S)NNC(=O)c1ccc([N+](=O)[O-])cc1 | -2.6 | -1.6 | -10.7 | -1.7 | 7.3 | -0.4 | -78.8 | -7.1[fluorescence artefact?] | 3.4
CCNc1nc(Oc2c(Cl)cccc2Cl)cc(C(F)(F)F)n1 | -3.0 | 9.8 | -3.8 | -3.1 | -1.5 | 1.3 | 18.9 | -6.7 | -3.7
CCc1ccnc(NS(=O)(=O)c2ccc3c(c2)OCCO3)c1 | -1.5 | 6.5 | -0.7 | -7.5 | 2.3 | 8.2 | -8.2 | -0.1 | 2.1
O=C(Nc1ccc2[nH]c(=S)sc2c1)Nc1ccccc1F | 7.5 | 3.9 | -5.2 | -0.9 | 39.6 | 4.7 | 0.0 | 2.7 | 13.6
Cc1cc(-c2n[nH]c(=S)n2CC(C)C)cs1 | 10.6* | 9.2 | 0.6 | 1.4 | 8.6 | 4.9 | 4.2 | -8.5 | 8.1
CNS(=O)(=O)c1ccc2nc(NC(=O)/C=C/c3ccco3)sc2c1 | -1.3 | 3.7 | 0.6 | -2.4 | 7.9 | 36.8 | -0.6 | -13.3 | -2.5
COc1ccc(NC(=O)CCCn2c(=O)c3sccc3n(Cc3ccc(C)cc3)c2=O)cc1 | 0.4 | 2.4 | 2.0 | -4.8 | -1.1 | 1.5 | -4.9 | 4.8 | -3.9
COc1ccc(O)c(/C=N/c2sc(C)c(C)c2C#N)c1 | -2.2 | 14.8 | -2.6 | 3.2 | 18.7 | 1.0 | -1.8 | 9.6 | 11.5
CC(=O)Nc1nc(C)cs1 | 0.0 | 9.1 | 1.0 | 0.6 | 0.0 | 11.9 | -21.1 | -9.4 | -1.3
Cc1nn(-c2ncc(C(F)(F)F)cc2Cl)c(=O)n1-c1ccccc1F | -3.4 | 3.0 | -6.3 | -1.6 | -0.5 | 20.0 | -7.0 | -21.2 | 4.0
COc1ccccc1NC(=O)CSc1nnc(CCNC(=O)c2ccc(C)cc2)n1C | 3.1 | 12.1 | 4.5 | 1.9 | -1.9 | -2.6 | 6.0 | -5.6 | 4.5
O=C(O)c1cccc(C(=O)O)n1 | 1.9 | 1.2 | -4.2 | -6.9 | 1.1 | 5.2 | -18.4 | 0.6 | -3.4
CCn1c(SCC(=O)N2CCN(c3ccccc3F)CC2)nnc1-c1ccoc1C | 0.6 | 13.7 | 2.0 | 0.6 | 2.9 | 0.0 | -6.3 | -15.3[fluorescence artefact?] | -1.8
Cc1cccc(-c2cc3nc(C)cc(NCCCn4ccnc4)n3n2)c1 | 0.6 | 8.9 | -2.5 | -1.2 | -0.7 | -22.8 | -6.0 | -11.6 | 0.4
CCOC(=O)c1cnc(-c2ccccc2)nc1Oc1ccc(OC)cc1 | -1.9 | 6.5 | 5.1 | 3.1 | 1.5 | 2.5 | -9.2 | -4.3 | -4.4
Cc1ccc2nc(N3C(=O)C(O)=C(C(=O)c4ccc(C)o4)C3c3cccc(O)c3)sc2c1 (centres undefined) | -0.8 | 10.7 | -5.6 | 5.0 | 6.5 | 19.6 | 11.6 | 3.0 | -3.6
COC(=O)c1ccc(NC(=S)NNC(=O)c2ccccc2)cc1 | -2.2 | 6.2 | -6.5 | -3.0 | 18.6 | 24.4 | -5.2 | -18.2 | 0.6
O=[N+]([O-])c1ccccc1/C=C/C=N/Nc1nc(N2CCCCC2)nc(N2CCCCC2)n1 | -1.1 | 2.8 | -6.5 | -4.4 | -10.9 | -1.4 | -5.1 | 14.1 | 5.3
Cc1oc2cc(OC(=O)c3ccco3)ccc2c(=O)c1-c1nc2ccccc2n1C | 0.6 | 12.9 | 2.9 | 19.0 | 0.1 | 3.1 | 7.6 | -5.8[fluorescence artefact?] | 2.8
O=C(CC(c1ccco1)C1CCCCC1=O)c1ccccc1 (centres undefined) | -0.8 | 3.7 | -1.0 | -6.7 | 1.7 | 2.0 | -6.2 | -6.5[fluorescence artefact?] | 2.3
CCOC(=O)c1cc(-c2ccccc2)sc1NC(=S)Nc1cccc(C)n1 | -1.0 | -4.2 | -1.5 | -1.8 | -2.3 | -2.4 | 5.2 | -67.8 | -4.7

Given as comma-separated lines: entries from further up
structure,Wee1 degr inh,FXIIa inh 1536,thrombin 1536,FXIa inh 1536,Runt-CBFb FRET,Hck-Nef inh,hK5 inh,14-3-3 Bad PPI,Runt-SMMHC FRET
O=C(C(Cl)Cl)N1CCN(Cc2ccccc2)CC1,1.3,7.0,-4.0,-4.2,2.4,-0.5,1.5,1.1,0.4
CN1CCN(CCC(=O)Nc2cccc(F)c2)CC1,-1.4,-1.3,-3.3,-6.6,-0.7,-1.6,-1.2,-7.0,4.1
CCCC(C)C(=O)Nc1ccc(F)c(Cl)c1 (centres undefined),0.1,37.6,62.3*,27.1,0.8,-23.5,18.8,2.0,2.2

Next compounds:
SMILES | Wee1 degr inh | FXIIa inh 1536 | thrombin 1536 | FXIa inh 1536 | Runt-CBFb FRET | Hck-Nef inh | hK5 inh | 14-3-3 Bad PPI | Runt-SMMHC FRET
Nc1ccc(Cl)c[n+]1Cc1cccc2cccnc12 | 4.0 | 8.5 | -0.7 | -0.7 | 0.1 | 30.5 | 2.8 | -0.3 | -1.0
Cc1ccc(N2C(=O)CSC2c2ccc3c(c2)OCO3)cc1 (centres undefined) | 1.0 | 8.4 | 0.6 | -2.7 | 0.5 | 1.3 | -14.1 | -5.6 | 4.5
O=C(CNC(=O)c1ccco1)OCC(=O)c1cccc2ccccc12 | 6.0 | 4.8 | -3.1 | -7.3 | 1.8 | 1.8 | -28.9 | 5.0 | -3.1
Cc1cccc(C)c1NC1=NC(=S)N(c2ccc(N(C)C)cc2)C1(C)C | -1.0 | 6.8 | -2.6 | 2.5 | 0.8 | 1.5 | 1.6 | 5.9 | -3.0
O=C1c2cccnc2C(=O)N1C1CCCCC1 | -0.4 | 14.6 | -4.6 | -5.0 | -2.1 | -4.3 | -11.4 | 0.4 | 0.6
O=C(NCCO)C(=O)c1c(-c2ccccc2)cc2ccccn12 | 3.0 | 13.4 | 1.8 | 0.1 | 1.6 | -6.0 | 3.3 | -2.1 | -2.4
CCN(CC)S(=O)(=O)c1cnccc1N1CCN(c2cccc(Cl)c2)CC1 | -1.6 | 1.3 | -6.1 | -3.2 | -4.0 | 1.8 | -13.2 | 7.0 | -0.7
Cc1ccc(-c2cn(-c3ccc(OC(F)F)cc3)c3[n+]2CCCCC3)cc1 | -0.5 | 3.0 | -6.8 | 2.3 | 0.0 | 7.5 | 2.2 | -7.5 | -8.5
Cc1ccc(-c2nc3ncccn3c2Nc2ccc3c(c2)OCCO3)o1 | 3.6 | 15.7 | -3.6 | 4.0 | 7.8 | 3.5 | 18.8 | -6.6 | -11.8
CC1CN(Cc2nc3c(c(=O)n(C)c(=O)n3C)n2CCN2CCOCC2)CC(C)O1 (centres undefined) | -1.7 | 15.6 | -6.1 | -0.8 | -1.4 | 0.0 | -12.4 | -11.3 | -6.3
CC1(C)CCSC(/C=C/c2ccccc2)=N1 | 6.9 | 8.4 | -3.5 | -1.7 | 0.0 | 19.1 | -4.9 | -2.5 | -1.1
S=C(NCCc1c[nH]c2ccccc12)NC1CC1 | 1.0 | 7.5 | 0.5 | 0.3 | -1.7 | 6.1 | -0.1 | -8.1 | 2.6
O=C(O)Cc1ccc(NC(=O)c2cccc(NC(=O)c3ccco3)c2)cc1 | 0.1 | 5.0 | -0.5 | -0.5 | 1.3 | -1.3 | nt | -3.1 | -2.5
CCN(CC)S(=O)(=O)c1ccc(Cl)c(C(=O)OCC(=O)c2c(N)n(C)c(=O)n(C)c2=O)c1 | -0.5 | 0.9 | -2.6 | 0.2 | -3.4 | 11.3 | -0.6 | 2.7 | -2.7
Cn1ncc(Cl)c(Oc2ccccc2)c1=O | 1.6 | 14.4 | 3.2 | 6.4 | 1.2 | 0.5 | -7.0 | 17.1[fluorescence artefact?] | -2.2
O=C(CCN1CCc2ccccc2C1)Nc1ccc2c(c1)OCO2 | -3.1 | 6.1 | -1.1 | -8.4 | -0.1 | 5.7 | -21.0 | -4.7 | -0.5
CC(C)(CO)NCC(=O)Nc1cc(C(F)(F)F)cc(NC(=O)CNC(C)(C)CO)c1Cl | -1.3 | -1.4 | -10.0 | -2.8 | -1.1 | 1.6 | -18.1 | -9.2 | 3.7
C/C(=N\NC(=O)c1ccccc1C)c1ccc(NC(=O)c2cccs2)cc1 | -2.7 | -8.3 | 22.3 | -11.2 | 6.6 | 0.1 | 1.6 | 4.2[fluorescence artefact?] | 2.7
COc1ccc(S(=O)(=O)N(C)CC(=O)N2CCC(C(N)=O)CC2)cc1Cl | -2.4 | 2.7 | -6.3 | -4.5 | 0.4 | -4.5 | -2.5 | 7.5 | -0.2
Cc1ccc(S(=O)(=O)N2CCC(C(=O)N[C@H](C(=O)NC3CCS(=O)(=O)C3)C(C)C)CC2)cc1 (some centres undefined) | 1.5 | -7.9 | 1.4 | -10.0 | 6.0 | -0.2 | -15.6 | -4.7 | 5.6
CCN1CCN(c2ccc(N=Cc3ccccc3O)cc2)CC1 | -2.2 | 8.4 | nt | 2.0 | 3.8 | 16.1 | -3.2 | -6.0 | -0.9
Cc1sc2nc3n(c(=O)c2c1C)CCCS3 | 7.4 | 10.9 | -0.2 | -1.8 | 0.2 | 4.4 | -6.0 | 9.7 | -1.6

Random draw from the library (roughly 4.2% active in at least one column).
